hIAP inh: human IAP inhibition | P09923 | purified IAP, CDP-Star luminescence, 30 min | AID 2544 | inhibition, % at 10 µM | 0.12% of 330,000 active;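 active means inhibition reaching a set limit with compound at 10 µM in the primary screen, cut at about 35% in these data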;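 further: plate controls were DMSO wells with enzyme for no effect and no-enzyme buffer wells for full effect; values of inactives mirror those of a sister screen read the other way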
Target sequence (P09923 whole entry, looked up): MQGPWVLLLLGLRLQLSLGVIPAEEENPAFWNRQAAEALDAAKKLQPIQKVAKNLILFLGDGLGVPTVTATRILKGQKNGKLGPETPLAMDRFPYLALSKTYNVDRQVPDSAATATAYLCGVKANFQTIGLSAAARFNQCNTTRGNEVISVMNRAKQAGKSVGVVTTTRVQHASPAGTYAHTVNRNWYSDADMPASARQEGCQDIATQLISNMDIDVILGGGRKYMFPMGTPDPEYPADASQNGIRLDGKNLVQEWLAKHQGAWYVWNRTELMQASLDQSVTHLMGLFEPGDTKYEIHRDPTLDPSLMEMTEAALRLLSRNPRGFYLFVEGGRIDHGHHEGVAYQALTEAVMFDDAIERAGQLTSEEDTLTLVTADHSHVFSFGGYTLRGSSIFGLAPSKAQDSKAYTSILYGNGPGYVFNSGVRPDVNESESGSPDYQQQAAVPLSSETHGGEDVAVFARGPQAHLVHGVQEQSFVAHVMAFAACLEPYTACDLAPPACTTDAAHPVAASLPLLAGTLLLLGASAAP
Apaf-1 inh: human Apaf-1 inhibition; O14727; reconstituted apoptosome caspase-3 activity, DEVD-Rh110 fluorescence; inhibition, % at 20 µM; 0.71% of 330,000 active; active means inhibition of at least 40% at 20 µM;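 further: plate controls were DMSO wells for no effect and DEVD-CHO caspase inhibitor wells for full effect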
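Medium: Hepes buffer, pH 7.5 / System: biochemical Apaf-1 apoptosome reconstitution / Measured by: Rh110 fluorescence, excitation 480 nm, emission 540 nm / Times: compound with Apaf-1, dATP, procaspase-3 30 min, then 50 min reaction, room temperature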
tim10-1 inh: growth inhibitors of tim10-1 mutant yeast; S. cerevisiae tim10-1 ts strain growth, BacTiter-Glo, 24 h; inhibition, % at 20 µM; 2.2% of 330,000 active;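 active means inhibition of at least 40%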;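 further: mutant grown at 25 °C; 0% = DMSO wells with yeast and 100% = wells holding no yeast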
NALP3 yeast inh: NALP3 inhibition in yeast | inhibition, % at 10 µM | 0.39% of 330,000 active | Yeast reconstituted NLRP3/ASC/caspase-1, beta-gal luminescence, 24 h | AID 2825;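 active means inhibition of 50% or more; inactive means inhibition below 50%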;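 further: plate controls were induced DMSO wells for no effect and uninduced yeast grown without galactose for full effect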
ATG4B inh: blocks human ATG4B protease cleavage of LC3 substrate; Q9Y4P1; ATG4B cleavage of LC3-PLA2, NBD-HPC fluorescence, 1 h; inhibition, % at 8.33 µM; 0.51% of 340,000 active; AID 504462; in the data active means inhibition above about 40%
Target sequence (Q9Y4P1 whole entry, looked up): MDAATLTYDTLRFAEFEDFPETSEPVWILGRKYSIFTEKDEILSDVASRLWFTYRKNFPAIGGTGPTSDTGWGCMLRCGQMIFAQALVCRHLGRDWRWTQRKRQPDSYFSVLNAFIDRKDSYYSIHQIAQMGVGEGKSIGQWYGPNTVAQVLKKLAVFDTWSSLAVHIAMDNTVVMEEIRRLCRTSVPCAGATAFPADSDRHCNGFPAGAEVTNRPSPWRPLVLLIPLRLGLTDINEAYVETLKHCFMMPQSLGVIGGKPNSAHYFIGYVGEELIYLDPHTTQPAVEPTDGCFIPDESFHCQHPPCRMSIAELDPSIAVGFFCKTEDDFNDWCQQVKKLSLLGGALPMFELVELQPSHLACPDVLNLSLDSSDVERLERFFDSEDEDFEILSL
hIAP activ: human IAP activation; 0.16% of 330,000 active; activation factor at 10 µM; AID 2524; P09923; purified human IAP, CDP-Star luminescence, 30 min; stronger effect = higher value; 1 = vehicle-only enzyme, 0 = enzyme-free background;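 active means activation factor of the enzyme at least 2-fold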; further: the source names both 10 and 20 µM as test concentration; values of inactives mirror those of a sister screen read the other way
mIAP activ: mouse IAP activation | muIAP, CDP-Star luminescence, 30 min; stronger effect = higher value; 1 = vehicle-only enzyme signal, 0 = enzyme-free wells | activation factor at 10 µM | 0.24% of 330,000 active;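 active means activation factor of at least 2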; further: the source names both 10 and 20 µM as test concentration; values of inactives mirror those of a sister screen read the other way
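also added = chemiluminescent substrate CDP-Star | test system = mouse IAP enzyme | signal = chemiluminescence readout | compound = DMSO-dissolved test compounds | incubation = 30 min at room temperature | benchmarks = DMSO wells, no-enzyme wells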
mIAP block: mouse IAP inhibition. purified mouse IAP, CDP-Star luminescence, 30 min. inhibition, % at 10 µM. 0.2% of 330,000 active;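 active means inhibition of at least 40% at 10 µM in the primary screen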;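 further: plate controls were DMSO with enzyme for no effect and no enzyme wells for full effect; values of inactives mirror those of a sister screen read the other way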
TIM10 inh: inhibits growth of TIM10 yeast strain | S. cerevisiae TIM10 strain growth, BacTiter-Glo luminescence, 24 h | inhibition, % at 10 µM | 1.4% of 330,000 active | AID 463195;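 active means inhibition of 40% or more at the single tested concentration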;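 further: wild-type TIM10 isogenic control strain grown at permissive 25 °C; 0% = DMSO yeast wells and 100% = minimal medium wells without yeast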
* hit, by the source's call; . = not tested or not shown. Rows are unselected. Share with any hit: about 4.5%.

SMILES	hIAP inh	Apaf-1 inh	tim10-1 inh	NALP3 yeast inh	ATG4B inh	hIAP activ	mIAP activ	mIAP block	TIM10 inh
Clc1ccc2c(c1)C(c1cccs1)=NNC(c1cccnc1)=N2	-6.0	2.0	2.5	8.1	11.0	1.06	0.992	0.8	1.8
CN(Cc1ccccc1Cl)C(=O)CNC(=O)C12CC3CC(CC(C3)C1)C2	5.4	-3.5	12.1	-9.2	-0.2	0.946	0.913	8.7	16.7
Cc1ccc(O)c(N=Nc2nccs2)c1	6.3	14.0	26.3	89.8*	3.2	0.937	0.826	17.4	50.1*
O=C(NC1CCCC1)c1cc2c(=O)n3ccccc3nc2s1	0.9	-12.6	-3.1	26.5	2.0	0.991	0.907	9.3	-6.7
COc1ccc(NC(=O)c2ccc(-c3nn(C)c(=O)c4ccccc34)cc2)cc1	5.5	-6.8	6.7	1.3	-6.2	0.945	1.01	-1.0	-11.8
O=C(CNC(=O)c1cc(Cl)cc([N+](=O)[O-])c1)OCC(=O)N1CCCCC1	-15.4	6.2	-7.8	23.2	5.3	1.15	0.91	9.0	4.9
O=c1c(O[C@@H]2O[C@H](CO)[C@@H](O)[C@H](O)[C@H]2O)c(-c2ccc(O)c(O)c2)oc2cc(O)cc(O)c12	57.3*	2.1	15.8	23.2	.	0.427	0.451	54.9*	2.3
COc1ccc(C2CC2/C(C)=N/OC(=O)c2cccs2)cc1 (centres undefined)	-14.1	25.0	66.2*	29.8	8.1	1.14	1	-0.3	64.6*
O=C(COC(=O)C1CCN(S(=O)(=O)c2cccs2)CC1)NCc1ccccc1	2.5	-11.6	15.4	12.9	8.2	0.975	0.944	5.6	4.6
O=C(CCc1ccccc1)Nc1nnc(-c2ccccn2)o1	14.0	-2.9	5.2	5.1	-6.6	0.86	1.09	-9.0	15.2
Cc1cccc(/C=C/C(=O)c2ccc([N+](=O)[O-])o2)c1	14.8	4.3	53.1*	34.0	4.5	0.852	0.97	3.0	88.8*
Cc1ccccc1NC(=O)c1ccccc1NC(=O)Cc1cccc2ccccc12	-46.2	14.4	35.0	15.1	7.3	1.46	0.98	2.0	27.1
CC(C)NS(=O)(=O)c1ccc(NC(=O)Cc2ccsc2)cc1	-1.8	3.0	5.1	8.8	-1.9	1.02	1.01	-0.9	-9.0
COC(=O)/C=C/c1ccccc1CN1[C@@H](CC(=O)OC)c2ccccc2S1(=O)=O	4.7	3.3	22.8	18.4	1.4	0.953	0.9	10.0	6.6
CCn1c(CNc2ccccc2Cl)nnc1SCC(=O)OC1CCCCC1	6.6	14.7	2.5	-1.7	-1.3	0.934	1.04	-3.9	-2.8
O=C(c1cnn(C(=O)c2ccco2)c1)c1cc(F)ccc1O	-8.1	3.0	-3.6	-1.4	5.5	1.08	1.08	-8.0	7.4
Cc1c(Cl)c([N+](=O)[O-])nn1CCCC(=O)Nc1cc(Cl)ccc1Cl	-16.2	-0.2	3.7	33.1	63.1*	1.16	0.985	1.5	-4.1
CCCN(CCC)c1ncnc2c1cnn2-c1ccc(OC)cc1	4.6	-3.9	5.6	25.2	-9.8	0.954	0.984	1.6	21.7
C=CCn1cc(C(=O)NCC2CCCO2)c(=O)c2cc(S(=O)(=O)N3CCCCCC3)ccc21 (centres undefined)	-2.5	9.5	19.9	8.4	-12.3	1.02	1.07	-7.3	13.6
O=C(Nc1ccc(F)cc1)c1cc(S(=O)(=O)N2CCCCC2)ccc1F	-2.1	10.6	42.3*	-3.8	-7.7	1.02	0.956	4.4	7.6
Cc1nc(CSc2n[nH]c(=O)n2-c2cccc(F)c2)cs1	-10.2	-13.1	-6.4	10.4	4.7	1.1	0.992	0.8	4.2
Cc1cc(CNC(=O)c2ccc3c(c2)OCO3)c2ccccc2n1	14.5	-12.8	17.0	9.8	-1.0	0.855	0.96	4.0	5.4
COc1ccc(C(=O)Nc2ccc(Nc3ccccc3)cc2)cc1[N+](=O)[O-]	-12.6	5.7	20.5	30.5	-1.7	1.13	0.843	15.7	0.3
FC(F)Oc1ccc(NC(=S)NCc2nc3ccccc3[nH]2)cc1	-8.2	5.5	9.9	0.5	-9.0	1.08	0.877	12.3	-0.6
O=C(COC(=O)C12CC3CC(CC(O)(C3)C1)C2)NC12CC3CC(CC(C3)C1)C2	-15.4	4.6	31.4	-4.4	11.8	1.15	1.01	-1.4	2.8
Additional results.
SMILES	hIAP inh	Apaf-1 inh	tim10-1 inh	NALP3 yeast inh	ATG4B inh	hIAP activ	mIAP activ	mIAP block	TIM10 inh
Cc1ccc(NC(=O)NNC(=O)c2sccc2-n2cccc2)cc1	-5.3	6.8	-2.0	-5.7	7.7	1.05	0.875	12.5	-5.2
CC(=O)Nc1ccc(S(=O)(=O)Nc2ccc(-c3ccc4nnc(C)n4n3)cc2)cc1	16.2	-26.2	-0.9	-5.6	-9.8	0.838	0.962	3.8	1.9
COc1ccc(CNC(=O)c2cc3cccc(OC)c3oc2=N)cc1	25.2	25.7	30.6	13.3	4.2	0.748	0.892	10.8	18.0
COC(=O)c1sc2nc(SCc3ccccc3C)n(N)c(=O)c2c1C	2.3	6.0	13.2	-7.6	4.0	0.977	1.02	-1.9	1.3
CC(C)[C@H](NC(=O)c1ccc(Cl)c([N+](=O)[O-])c1)C(=O)NCc1ccc(Cl)cc1Cl	1.1	-0.6	0.9	14.8	39.1	0.989	0.878	12.2	-1.6
CCC1CCCCN1CCCNC(=O)Cn1nc(-c2ccccc2)ccc1=O (centres undefined)	-11.1	-1.3	-10.2	9.8	10.3	1.11	1.08	-8.1	-11.1
N#Cc1c(N)c(C(=O)c2ccc(Cl)cc2)n2c1CCC2	8.9	-4.9	-7.2	5.1	0.0	0.911	0.893	10.7	-2.7
O=C(/C=C/c1cccc([N+](=O)[O-])c1)Nc1ccccc1N1CCOCC1	9.7	6.9	28.6	26.3	1.6	0.903	0.726	27.4	7.8
CCc1ccc2c(c1)C1(NN=C(c3ccc(C)cc3)S1)C(=O)N2 (centres undefined)	-50.7	21.3	92.4*	8.6	0.1	1.51	0.87	13.0	40.3*
Cc1ccc(CN2C(=NC(=O)CCC(=O)O)SC3CS(=O)(=O)CC32)cc1 (centres undefined)	-14.0	-18.5	-2.6	5.5	-4.4	1.14	0.945	5.5	-6.1
COc1ccc(NC(=O)NCc2cccnc2)cc1OC	3.6	-4.7	4.8	11.8	-5.4	0.964	1.03	-3.1	-3.8
COc1ccc(N2CCN(c3ccc(NC(=O)/C=C\C(=O)O)cc3)CC2)cc1	-5.9	-1.6	-2.7	12.0	-1.6	1.06	0.846	15.4	-3.1
CCC(Oc1ccccc1)C(=O)O/N=C(\N)c1ccc(OC)c(OC)c1 (centres undefined)	8.4	0.6	10.9	-18.5	-6.9	0.916	0.864	13.6	-3.1
O=S(=O)(NC1CC1)c1ccc(S(=O)(=O)N2CCN3CCCC3C2)cc1 (centres undefined)	0.2	-8.1	-14.0	4.5	-5.0	0.998	1.01	-0.8	-14.7
Clc1ccc(-c2nnc(-c3ccccc3Cl)o2)cc1	17.1	8.2	29.1	17.9	10.2	0.829	0.961	3.9	13.4
Cc1cccc(NS(=O)(=O)c2ccc(C(=O)NCC3(N4CCCCC4)CCCCC3)cc2)c1C	-2.3	17.4	2.6	16.6	-8.2	1.02	0.948	5.2	-0.5
C=CCn1c(C(C)NC(=O)CC)nc2ccccc21 (centres undefined)	2.9	-0.8	-24.6	-1.2	-1.2	0.971	0.96	4.0	-2.9
C[C@H]1CN([C@@H](C)CO)C(=O)c2cccc(NC(=O)C3CC3)c2O[C@H]1CN(C)C(=O)Nc1ccc2c(c1)OCO2	8.4	8.4	-7.4	2.3	-1.6	0.916	0.986	1.4	-2.7
Cc1nc2c(=O)[nH]c(=S)n(C)c2nc1C	10.5	-262.5	11.3	-14.6	5.1	0.895	0.933	6.7	4.1
O=C(Nc1cnn(Cc2ccc(Cl)cc2)c1)c1cnccn1	10.0	1.2	16.8	12.6	-6.1	0.9	0.828	17.2	6.9
Cc1ccc2c(c1)c1nc3ccccc3nc1n2C	-10.6	-14.2	-88.3	4.6	-4.8	1.11	0.952	4.8	-90.9
COc1cnc(-c2ccccn2)nc1Sc1ccc(Cl)cc1	-23.4	9.4	43.2*	40.3	5.4	1.23	0.948	5.2	37.7
O=C(c1ccccc1Cl)N1CCN(S(=O)(=O)N2CCCCC2)CC1	1.6	-1.5	16.2	12.7	2.0	0.984	0.978	2.2	-4.8
CC(=O)N1CCc2cc(N=NC3=C(O)CCCC3=O)ccc21	2.8	5.3	-19.3	17.9	-1.4	0.972	0.859	14.1	6.7
CC(=O)NCCc1nc2ccccc2n1CCOc1cccc(C)c1	6.8	-7.7	3.0	9.5	-10.7	0.932	0.998	0.2	-1.4

Quoted at random: 3 entries already listed.
SMILES	hIAP inh	Apaf-1 inh	tim10-1 inh	NALP3 yeast inh	ATG4B inh	hIAP activ	mIAP activ	mIAP block	TIM10 inh
CC(C)[C@H](NC(=O)c1ccc(Cl)c([N+](=O)[O-])c1)C(=O)NCc1ccc(Cl)cc1Cl	1.1	-0.6	0.9	14.8	39.1	0.989	0.878	12.2	-1.6
COc1ccc(N2CCN(c3ccc(NC(=O)/C=C\C(=O)O)cc3)CC2)cc1	-5.9	-1.6	-2.7	12.0	-1.6	1.06	0.846	15.4	-3.1
COc1ccc(C(=O)Nc2ccc(Nc3ccccc3)cc2)cc1[N+](=O)[O-]	-12.6	5.7	20.5	30.5	-1.7	1.13	0.843	15.7	0.3

Next part.
SMILES	hIAP inh	Apaf-1 inh	tim10-1 inh	NALP3 yeast inh	ATG4B inh	hIAP activ	mIAP activ	mIAP block	TIM10 inh
Cc1ccccc1-c1nc(CS(=O)(=O)CC(=O)N2CCOCC2)c(C)o1	-9.7	9.9	-8.3	8.0	7.8	1.1	0.998	0.2	2.9
CCCCC(CC)C(=O)Nc1cc(C(=O)NCc2ccc(C)cc2)ccc1N1CCC2(CC1)CC(c1ccccc1)=NO2 (centres undefined)	-0.4	14.0	-9.9	11.8	2.1	1	1.35	-35.4	3.2
Cc1nnc(SCc2cc(=O)n3[nH]cnc3n2)s1	-4.2	-4.5	-1.1	8.7	-11.5	1.04	1.01	-0.8	-6.2
COc1ccc(NC(=O)c2cc3ccccc3o2)cc1S(=O)(=O)N1CCCCC1	-12.4	9.7	-16.3	4.3	-15.8	1.12	0.869	13.1	-16.3
Cc1ccc(CN2CCN(/N=C/c3cccnc3)CC2)c(C)c1	-9.9	4.5	19.4	1.5	5.3	1.1	1.03	-2.8	16.0
O=C(COC(=O)c1ccc[nH]c1=O)NCC12CC3CC(CC(C3)C1)C2	-6.2	-6.7	9.3	13.8	-0.7	1.06	1.03	-3.5	1.6
COc1cccc(Cn2c(Oc3ccccc3)nc3c2c(=O)n(C)c(=O)n3C)c1	19.7	0.6	22.3	5.7	-6.4	0.803	1.1	-10.3	35.3
CCc1ccc(C2CC(c3ccccc3)n3ncnc3N2)cc1 (centres undefined)	-6.0	10.0	21.2	-0.3	-5.2	1.06	1.01	-1.3	19.3
OCC[C@@H]1C[C@@H](O)[C@H](O)[C@]2(CCc3ccccc3O2)O1	-8.8	4.6	-26.9	5.4	12.4	1.09	1.13	-12.7	-9.0
O=C(CSc1nc2nn(-c3ccccc3)c(=O)c-2c2n1CCCCC2)NCCCc1ccccc1	7.7	11.6	11.8	3.1	-13.6	0.923	1.01	-1.0	-17.0
COc1ccccc1-n1nnnc1SCC(=O)NC1CC1	2.6	-2.1	4.7	20.5	2.6	0.974	0.981	1.9	9.6
N#CCCSc1nc(N2CCOCC2)c2c(c1C#N)CCCC2	8.6	23.0	28.9	14.6	-8.2	0.914	1.01	-1.4	37.2
COc1ccc(C(=O)N2CCCC(CNC(=O)c3ccccc3Cl)C2)o1 (centres undefined)	17.2	-1.6	20.1	-3.6	14.7	0.828	0.965	3.5	-4.2

Source: PubChem BioAssay (Sanford-Burnham Center for Chemical Genomics)
